Bioassay records deposited in PubChem BioAssay by several laboratories.
GlmU inhibition = inhibition of mycobacterial GlmU enzyme – biochemical, glucosamine-1-phosphate acetyltransferase (AID 1376); M. tuberculosis GlmU acetyltransferase enzyme assay; higher % means a stronger effect; one-dose inhibition, %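 (tested at 30 µM in the primary screen)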; IC50 in µM for titrated hits; 220,000 compounds, 0.25% hits; in the data active means inhibition above about 13%; inconclusive means no clear call, values can overlap the other calls;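 further: 0% = complete reaction with vehicle and 100% = reaction without substrate; strong numbers were not always called active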
Mtb RmlCD inh = inhibitors of Mycobacterium tuberculosis RmlC and RmlD coupled enzymes; P9WH09+P9WH11; RmlC+RmlD coupled enzyme assay, percent inhibition; primary screen in compound mixtures; inhibition, % at 3.6 µM; 160,000 compounds, 0.03% hits; in the data active means inhibition mostly above about 34%, no sharp cut-off; inconclusive means no clear call, values can overlap the other calls; inactive means mostly below about 22%; further: some results filed as inactive read as strong as hits
Target sequence (P9WH09 whole entry, looked up): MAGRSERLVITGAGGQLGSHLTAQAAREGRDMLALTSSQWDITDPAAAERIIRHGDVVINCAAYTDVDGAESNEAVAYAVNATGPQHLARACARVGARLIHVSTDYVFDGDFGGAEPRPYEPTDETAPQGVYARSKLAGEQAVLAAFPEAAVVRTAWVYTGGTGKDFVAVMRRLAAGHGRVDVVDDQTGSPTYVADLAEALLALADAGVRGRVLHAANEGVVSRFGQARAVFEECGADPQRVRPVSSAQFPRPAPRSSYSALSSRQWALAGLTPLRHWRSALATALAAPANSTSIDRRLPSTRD
Target sequence (P9WH11 whole entry, looked up): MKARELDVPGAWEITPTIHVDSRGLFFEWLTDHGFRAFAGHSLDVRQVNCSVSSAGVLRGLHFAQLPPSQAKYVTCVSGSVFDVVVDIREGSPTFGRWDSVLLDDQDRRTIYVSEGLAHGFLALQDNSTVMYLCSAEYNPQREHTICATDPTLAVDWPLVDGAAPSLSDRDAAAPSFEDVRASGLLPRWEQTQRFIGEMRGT
* = called active by the depositor; ? = inconclusive; · = no result given; & = joins results of further samples. These rows are one share of the data, so the mix of outcomes need not match the whole.

Every second line gives: GlmU inhibition	Mtb RmlCD inh
COc1ccc(/C=C/c2cc(C(F)(F)F)[nH]c(=O)n2)cc1OC
 : 2.5%	-7
CCOC(=O)c1c(C)[nH]c(C(=O)OCCOc2ccccc2C)c1C
 : 1.7%	10
CC1=C(C#N)c2nc(N)c(C#N)c(C)c2/C1=C\c1ccc(OCC(=O)O)c(Cl)c1
 : 4.5%	38
COc1cc(-c2cc[n+](C)cc2)ccc1O
 : -3.4%	·
O=c1c2ccccc2nc(/C=C/c2cccnc2)n1Cc1ccccc1
 : 5.1%	4
Cc1ccc(S(=O)(=O)CCC(=O)Nc2ccc3nc(C)sc3c2)cc1
 : 3.4%	1
Cc1ccc(NS(=O)(=O)c2ccc(NC(=O)c3ccc(-c4ccccc4)cc3)cc2)c(C)c1
 : -4.2%	·
CCC(CO)n1cnnc1-c1ccncc1 (stereo unspecified)
 : 2.1%	?
COc1ccc(/C=C2\SC(=S)N(CC3CCCO3)C2=O)cc1 (stereo unspecified)
 : -0.3%	6
CCOC(=O)CSc1[nH]c(=O)cc(C)c1C#N
 : 1.0%	3
O=C(CSc1nnnn1-c1ccc(Cl)cc1)NC(=O)Nc1ccc2c(c1)OCCO2
 : 4.2%	8
CCc1cc(C(=O)N2CCCC(C(=O)c3cccc4ccccc34)C2)n(C)n1 (stereo unspecified)
 : 1.5%	·
Cc1ccc2c(c1)C1CN(C)CCC1N2C(=O)COc1ccc(N(C)S(=O)(=O)c2cccs2)cc1 (stereo unspecified)
 : 3.7%	-7
CS(=O)(=O)N1CCCC(C(=O)NCCCN2CCN(Cc3ccccc3)CC2)C1 (stereo unspecified)
 : 6.0%	·
O=C(O)c1ccc(N2CCCCCC2)c(N2C(=O)c3ccccc3C2=O)c1
 : 0.7%	-7
O=C(COC(=O)c1ccccc1Br)NCCc1ccc(F)cc1
 : 0.2%	46
C1COCCNCCOCCOCCN1
 : 4.8%	-5
COC(=O)c1cc(NC(=O)c2cccs2)ccc1N1CCOCC1
 : 0.3%	10
Cc1[nH]c(=S)[nH]c(=O)c1Cc1ccc(OCC(C)C)cc1
 : 3.5%	·
CC(C)NC(=O)c1ccccc1NC(=O)CN(c1ccc2c(c1)OCO2)S(C)(=O)=O
 : 9.3%	10
Cc1cccc(N(CC(=O)NC(C)C)C(=O)c2ccc(N3CCCC3)nc2)c1
 : 2.2%	5
COc1ccc(-n2c(SCC(=O)Nc3cccc4ccccc34)nc(O)cc2=O)cc1
 : -6.3%	11
CCCN1C(=O)NC2(O)C(=O)c3ccccc3C12O (stereo unspecified)
 : -0.4%	-2
COCCNc1nnc(SCC(=O)Nc2sc3c(c2C(=O)c2ccccc2)CCCC3)s1
 : 3.2%	·
Oc1ccc(C(c2nnnn2CCc2ccccc2)N2CCN(c3nc4ccccc4s3)CC2)cc1 (stereo unspecified)
 : -1.3%	·
O=S(=O)(c1ccc(OCC2CO2)cc1)c1ccc(OCC2CO2)cc1 (stereo unspecified)
 : -0.7%	-10
O=C(COC(=O)C1CC2C=CC1C2)Nc1cccc(S(=O)(=O)N2CCCCC2)c1 (stereo unspecified)
 : -4.3%	3
Cc1ccc(-c2nn(-c3cc(Cl)ccc3[N+](=O)[O-])c(=O)c3ccccc23)cc1
 : 0.0%	-5
CC1CCc2nc3ccccc3c(C(=O)OCC(=O)NC3CCS(=O)(=O)C3)c2C1 (stereo unspecified)
 : -5.1%	-7
COc1cc(Cl)cc2c1Sc1ccccc1/C2=C/CCN(C)C
 : -3.2%	·
CCOC(=O)CSc1nnc(-c2ccncc2)o1
 : -6.9%	·
COCCN(CCOC)C(=O)c1cc2c(=O)n3ccccc3nc2s1
 : -0.9%	2
COc1cccc(CNS(=O)(=O)/C=C/c2ccc3c(c2)OCO3)c1
 : -4.5%	0
CCN(CC)S(=O)(=O)c1ccc(S(=O)(=O)N2CCN(CCC#N)CC2)cc1
 : -0.1%	3
CC(Sc1nc(O)c(-c2ccccc2)c(=O)[nH]1)C(=O)Nc1ccc(Cl)cc1 (stereo unspecified)
 : 4.2%	-13
O=C(CSc1nnnn1C1CCCCC1)NCc1cccs1
 : 0.9%	3
NC(=O)Cc1ncc(C(F)(F)F)cc1Cl
 : -2.0%	-11
O=C(OCC(F)(F)C(F)F)c1ccccc1C(=O)Oc1ccc(F)cc1F
 : 7.4%	4
CC1CCCC(C)N1C(=O)COc1ccc(F)cc1 (stereo unspecified)
 : -5.9%	12
COc1ccc(CNC[C@@H](CCCCN(C)Cc2ccc(OC)cc2)N2C[C@H](c3ccccc3)N(CCc3ccc(Cl)c(Cl)c3)C(=O)C2=O)cc1
 : -8.3%	·
CCC1(C)Cc2c(sc3c2c(=O)n(C)c2nnc(SCC(=O)c4ccccc4)n32)CO1 (stereo unspecified)
 : 0.1%	·
Cc1ccccc1NC(=O)Nc1nnc(CC(=O)NCc2ccccc2)s1
 : 1.8%	6
Cc1ccc(OCCNC(=O)/C=C/c2ccccc2)cc1C
 : 0.6%	·
C=CCn1c(SCc2cc(=O)n3ccsc3n2)nc2ccccc2c1=O
 : -4.1%	-7
CCC12CN(C(=O)c3ccc(OC)cc3)CC(CC)(CN(C(=O)c3ccc(OC)cc3)C1)C2=O
 : -6.5%	11
COc1cccc(C(=O)C2CCCN(Cc3ccc4nsnc4c3)C2)c1 (stereo unspecified)
 : -3.2%	10
Cc1c(NC(=O)C(C)OC(=O)c2cccc(S(=O)(=O)N3CCOCC3)c2)c(=O)n(-c2ccccc2)n1C (stereo unspecified)
 : -0.1%	10
CSc1nc2nc3c(c(=O)n2[nH]1)CCCC3
 : -3.0%	·
CC1Cc2cc(/C(O)=C3/C(=O)C(=O)N(CCCN(C)C)C3c3ccncc3)ccc2O1 (stereo unspecified)
 : 2.1%	-2
Cc1nn(C2CCS(=O)(=O)C2)c(Cl)c1/C=C/C(=O)OCC(=O)N(C)C (stereo unspecified)
 : -1.9%	-8
CCc1cccc2c(C(=O)CSc3nncn3-c3ccc(OC)cc3)c[nH]c12
 : -1.2%	-8
COc1ccc(OC)c(/C=N/NC(=O)CCc2ccc(O)c(O)c2)c1
 : 6.1%	3
Cc1nc(-n2nnc(CO)c2CO)nc2c1CCC2
 : -3.8%	9
CC(Nc1ccc2c(c1)OCCO2)C(=O)N1c2ccccc2CC1C (stereo unspecified)
 : 3.3%	3
CC1CN(C(=O)c2c(Br)cnn2C)CC(C)O1 (stereo unspecified)
 : 4.1%	-2
Nc1ncnc2c1cnn2C1CCCCC1
 : ·	10
O=C(COc1ccc(Cl)cc1Cl)N/N=C/CCc1ccccc1
 : 1.5%	·
CN1C(=O)c2ccccc2NC(=O)[C@]12O[C@@H]2c1ccccc1
 : 1.8%	3
CC(C)NC(=S)Nc1ccc(Oc2ccccc2)cc1
 : 3.7%	-9
O=C(Cn1cc([N+](=O)[O-])cn1)NCc1cc2ccccc2[nH]1
 : 3.5%	-2

Carrying on.
Every second line gives: GlmU inhibition	Mtb RmlCD inh
COP(=O)(C#Cc1ccccc1)C(O)c1ccc(Br)cc1 (stereo unspecified)
 : 3.6%	5
CCc1ccc(CNC(=O)CN2C(=O)COc3ccccc32)cc1
 : 5.8%	-6
CCCCCn1c(N)c(-c2nc3ccccc3s2)c2c([N+](=O)[O-])nn(C)c(=O)c21
 : 3.5%	-6
Nc1nc(CSc2n[nH]c(-c3ccccc3)n2)nc(Nc2ccccc2)n1
 : 1.7%	3
NC1CCCCC1N=Cc1c(O)n(CCc2ccc(F)cc2)c(=O)[nH]c1=O (stereo unspecified)
 : 1.4%	12
CCOC1CS(=O)(=O)CC1OCC (stereo unspecified)
 : 0.4%	-2
CCOC(=O)c1ccc(NC(=S)N2CCSC2c2ccc(OC)cc2)cc1 (stereo unspecified)
 : -2.2%	·
CC(C)CN1CN(Cc2ccco2)CNC1=S
 : -1.7%	4
CSCCC(NS(=O)(=O)c1ccc(C)cc1)C(=O)NC1CCCCC1 (stereo unspecified)
 : -1.4%	-35
O=C(C1CCN(C2CC(=O)N(c3cccc(Cl)c3)C2=O)CC1)N1CCCCCC1 (stereo unspecified)
 : -1.0%	14
COc1ccc(C(=O)Nc2ccccc2-c2nnn(CC(=O)N3CCOCC3)n2)cc1
 : 3.6%	·
CC[C@@H]1CC=C[C@H]2[C@H]1C(=O)N(Cc1ccccc1)[C@H]2c1ccc(C(F)(F)F)cc1
 : 0.2%	·
O=C(O)c1ccc(-c2cccc([N+](=O)[O-])c2)o1
 : 1.6%	-9
CNC(=S)NCC(O)c1ccc([N+](=O)[O-])cc1 (stereo unspecified)
 : 2.5%	-4
Cc1c(NC(=O)OCc2ccccc2)c(=O)n(-c2ccccc2)n1C
 : 1.6%	2
COc1ccc(CC(=O)O/N=C(\N)Cc2ccc([N+](=O)[O-])cc2)cc1
 : 3.5%	11
COCc1cc(C2C(C(=O)c3ccco3)=C(O)C(=O)N2CCOCCO)ccc1O (stereo unspecified)
 : -2.1%	-10
CCOc1ccc(NC2c3ccccc3C(=O)N2Cc2ccco2)cc1 (stereo unspecified)
 : 5.4%	·
CN1C(=O)C(O)(CC(=O)/C=C/C=C/c2ccccc2)c2ccccc21 (stereo unspecified)
 : -4.3%	6
CN1C(=O)C(=Cc2ccccc2OCc2ccc(C(=O)O)cc2)C(=O)N(C)C1=O
 : 2.8%	-12
CCc1cccc(Oc2nn[nH]n2)c1
 : 5.6%	46
COC(=O)Nc1nncs1
 : 4.1%	4
CC(=O)NCc1cccc(CNC(C)=O)n1
 : 1.3%	·
CCn1c(C2CC(=O)N(Cc3ccccc3)C2)nc2ccccc21 (stereo unspecified)
 : 0.8%	·
Cc1ccc(S(=O)(=O)N(C)CC(=O)OCC(=O)c2c(N)n(C)c(=O)n(C)c2=O)cc1
 : 5.8%	-5
CCC(Sc1ncnc2sc(C)c(C)c12)C(=O)OC (stereo unspecified)
 : 0.2%	·
O=C(O)c1cc(-c2ccc3c(c2)OCO3)nc2ccc(Br)cc12
 : 5.7%	-11
Clc1ccc2[nH]cc(-c3nnnn3-c3ccccc3)c2c1
 : -6.8%	7
O=C1CN(C(=O)c2cc([N+](=O)[O-])ccc2Cl)C(c2ccccc2)c2cc(F)ccc2N1 (stereo unspecified)
 : -3.0%	4
CCC(c1nnnn1C(C)(C)C)N(Cc1ccco1)Cc1cc2cccc(C)c2[nH]c1=O (stereo unspecified)
 : 1.8%	-6

Another view of part of the listing above.
Nc1ncnc2c1cnn2C1CCCCC1
  GlmU inhibition = · | Mtb RmlCD inh = 10
Cc1ccc(S(=O)(=O)N(C)CC(=O)OCC(=O)c2c(N)n(C)c(=O)n(C)c2=O)cc1
  GlmU inhibition = 5.8% | Mtb RmlCD inh = -5

Structures above with a nitro group on carbon:
Every second line gives: GlmU inhibition	Mtb RmlCD inh
Cc1ccc(-c2nn(-c3cc(Cl)ccc3[N+](=O)[O-])c(=O)c3ccccc23)cc1
 : 0.0%	-5
O=C(Cn1cc([N+](=O)[O-])cn1)NCc1cc2ccccc2[nH]1
 : 3.5%	-2
CCCCCn1c(N)c(-c2nc3ccccc3s2)c2c([N+](=O)[O-])nn(C)c(=O)c21
 : 3.5%	-6
O=C(O)c1ccc(-c2cccc([N+](=O)[O-])c2)o1
 : 1.6%	-9
CNC(=S)NCC(O)c1ccc([N+](=O)[O-])cc1 (stereo unspecified)
 : 2.5%	-4
COc1ccc(CC(=O)O/N=C(\N)Cc2ccc([N+](=O)[O-])cc2)cc1
 : 3.5%	11
O=C1CN(C(=O)c2cc([N+](=O)[O-])ccc2Cl)C(c2ccccc2)c2cc(F)ccc2N1 (stereo unspecified)
 : -3.0%	4

Other results follow:
Every second line gives: GlmU inhibition	Mtb RmlCD inh
CC(C)(C)c1ccc(C(=O)N2CCCC2)s1
 : 0.0%	-10
CCc1ccc(OCC(O)CNC(C)(C)C)cc1 (stereo unspecified)
 : -8.1%	-3
COc1ccc(/C=C/C(=O)c2cc(Br)ccc2OC(=O)c2ccco2)cc1OC
 : -1.4%	·
CCC(C)NC(=O)CSC1=Nc2ccccc2C2=NC(CCC(=O)NCc3ccco3)C(=O)N12 (stereo unspecified)
 : 1.0%	·
CNc1cc(C)nc(-n2nc(C)cc2C)n1
 : 2.9%	-7
COCCCn1c(SCC(=O)Nc2nc3ccccc3s2)nnc1-c1ccoc1C
 : -1.9%	·
Cc1ccc(NC(=O)/C=C/c2ccc3c(c2)OCO3)nc1
 : -3.1%	·
CC1CN(O)C2CCc3nonc3C12O (stereo unspecified)
 : -5.5%	·
COc1ccc(/C=C/C(=O)Nc2ccc3c(c2)CCC3)cc1OC
 : 4.9%	·
Cc1cc(C(=O)N/N=C/c2ccc(N3CCOCC3)cc2)c(C)o1
 : 1.9%	3
Cc1ccc(OCC(=O)N(Cc2ccccc2)C(C)C)c([N+](=O)[O-])n1
 : -0.1%	·
COc1ccc(CCNC(=S)NC(=O)c2ccc(Br)cc2)cc1OC
 : 2.6%	-12
CCCCc1ccc(NC(=O)C2CCCO2)cc1 (stereo unspecified)
 : 0.2%	·
CCCCC(=O)NC(c1ccccc1OC)c1ccc2cccnc2c1O (stereo unspecified)
 : 5.5%	4
Cc1ccc(SCC(=O)Nc2ccc(F)cc2[N+](=O)[O-])cc1C
 : 5.3%	·
CC(C)c1ccc(OCC(=O)N2CCN(C)CC2)c(Br)c1
 : -1.6%	·
CCC1=C(OC(=O)N(CC)CC)N2C(=O)OC(=NCCc3c[nH]c4ccccc34)[C@]2(Cc2ccccc2)[C@H]2C1=CC[C@H]1C(=O)NC(=O)[C@H]12
 : -3.1%	·
COCCN1Cc2cccc(C(=O)NCc3ccccn3)c2C1=O
 : -0.5%	-6
Fc1cccc(CSc2nc3ncccc3[nH]2)c1
 : -1.0%	·
CC(=O)OC1C2CCCC1C(N1CCCC1)CC2 (stereo unspecified)
 : -3.9%&-0.5%	3
